# Screening results from PubChem BioAssay.
# TNFa cytotox – toxic to HUVEC cells under TNF alpha stimulation | cell count reduction, % at 2 µM | AID 848 | 93,000 compounds, 0.17% hits | HUVEC TNFalpha-stimulated, Hoechst cell count, imaging;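 active means cell count reduction exceeding the screen mean by over 5 SD, scaled to untreated wells per plate, cut at about 78% in these data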;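 further: cells counted after 24 h of TNF alpha exposure following the 1 h pretreatment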
# VCAM1 TNFa inh – reduces TNF alpha induced VCAM1 expression in HUVEC; AID 802; inhibition, % at 2 µM; 95,000 compounds, 0.48% hits; HUVEC TNFa-induced VCAM-1 immunofluorescence, high-content imaging;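 active means inhibition above the batch mean plus 3 SD, with images confirmed as a hit by eye, cut at about 37% in these data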;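 further: 0% = TNF-stimulated DMSO wells and 100% = unstimulated control wells; not every result past the cut was called active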
# CYP2C9 inhib – human CYP2C9 inhibition; inhibition, % at 5 µM; CYP2C9 Supersomes, luciferin-H conversion, luminescence; AID 777; P11712; 96,000 compounds, 20% hits;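 active means blocking of liver enzyme CYP2C9 beyond about 50% at 5 µM, limit read from the data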; further: values of inactives mirror those of a sister screen read the other way
# CYP2C9 act – CYP2C9 (human) activation | P11712 | recombinant CYP2C9, luciferin-H conversion, luminescence; active compounds read high; factor 1 = untreated enzyme, 0 = blocked | activation factor at 5 µM | 96,000 compounds, 1.4% hits | AID 1024;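 active means activation factor of 2 or more for CYP2C9 at a 5 µM dose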;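 further: 0 = sulfaphenazole-blocked wells and 1 = vehicle-only wells; values of inactives mirror those of a sister screen read the other way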
# CYP2C19 activ – cytochrome P450 2C19 (human) activation; recombinant CYP2C19, luciferin-H EGE luminescence; active compounds read high; 0 = fully inhibited enzyme, 1 = untreated enzyme; activation factor at 5 µM; 96,000 tested, under 10 active; AID 1025;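 active means activation factor of at least 2 at 5 µM in the primary screen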;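 further: 0 = wells with 2.5 mM tranylcypromine and 1 = vehicle-only wells; values of inactives mirror those of a sister screen read the other way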
# Target sequence (P33261 whole entry, looked up): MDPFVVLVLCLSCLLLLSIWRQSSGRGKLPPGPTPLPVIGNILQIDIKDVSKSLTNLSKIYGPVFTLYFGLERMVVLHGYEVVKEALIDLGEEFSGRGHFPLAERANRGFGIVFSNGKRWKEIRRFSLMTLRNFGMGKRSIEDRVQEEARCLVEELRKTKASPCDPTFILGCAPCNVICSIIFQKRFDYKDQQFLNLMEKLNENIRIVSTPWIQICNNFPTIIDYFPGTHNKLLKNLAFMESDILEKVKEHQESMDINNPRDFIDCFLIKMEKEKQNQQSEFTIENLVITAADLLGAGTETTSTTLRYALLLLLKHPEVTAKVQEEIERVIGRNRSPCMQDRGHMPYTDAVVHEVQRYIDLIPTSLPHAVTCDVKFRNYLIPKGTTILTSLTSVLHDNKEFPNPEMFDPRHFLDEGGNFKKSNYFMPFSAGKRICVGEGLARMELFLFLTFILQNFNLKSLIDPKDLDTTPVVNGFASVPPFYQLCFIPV
# DAT uptake mod – modulates human dopamine transporter uptake under cocaine | Q01959 | 110,000 compounds, 1.3% hits | LLC-PK1 hDAT cells, [14C]-dopamine uptake with cocaine IC80; actives deviate in either direction | B-score at 10 µM;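 active means Z score or B-score, a plate-position-corrected score, falls beyond the plate's 99.7% confidence bounds, in either direction; inactive means both scores lie inside the 99.7% bounds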;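 further: scored against the spread of the other compound wells on the same plate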
# CYP2C19 inh – inhibitors of human CYP2C19; CYP2C19 Supersomes, luciferin-H EGE luminescence, 30 min; inhibition, % at 5 µM; 96,000 compounds, 21% hits; AID 778;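 active means CYP2C19 inhibition above a set limit at 5 µM in the primary screen, cut at about 50% in these data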;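 further: plate controls were negative control wells for no effect and 2.5 mM tranylcypromine positive control for full effect; values of inactives mirror those of a sister screen read the other way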
# HUVEC tox IL1B – toxic to HUVEC cells under IL-1B stimulation. HUVEC cell count loss, Hoechst imaging, IL-1B stimulated. cell count reduction, % at 2 µM. 94,000 compounds, 0.41% hits;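 active means cell count reduction more than 3 SD above the screen-wide mean, cut at about 70% in these data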;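 further: normalized per plate to untreated control cells as the no-loss baseline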
# Calb biofilm kill – kills Candida albicans biofilms; C. albicans biofilm + clotrimazole, Alamar Blue; inhibition, % at 6 µM; 85,000 compounds, 0.14% hits; AID 834;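 active means inhibition above 20%; inactive means inhibition below 20%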;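 further: preformed 24 hr biofilms exposed to compound for 48 hr; 0% = biofilm without compound and 100% = blank killed by clotrimazole plus chlorhexidine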
# The depositor's hits bear a star.
SMILES,TNFa cytotox,VCAM1 TNFa inh,CYP2C9 inhib,CYP2C9 act,CYP2C19 activ,DAT uptake mod,CYP2C19 inh,HUVEC tox IL1B,Calb biofilm kill
CCOc1ccc(S(=O)(=O)N2CCCCCC2)c2ccccc12,13,4,-49,1.5,0.7,0.91,32,-1,3

# A portion of the library; the hit share may differ from the screen's.
